Bioassay records (PubChem BioAssay)
HIV fusion peptide: inhibitors of HIV fusion peptide binding, primary screen, biochemical, uHTS, fluorescence dequenching (AID 1986) | cell-free peptide binding, fluorescence dequenching, 30 min; higher % means a stronger effect | one-dose inhibition, % at 20 µM; IC50 in µM for titrated hits | 290,000 tested, 0.3% active; in the data active means inhibition mostly above about 52%, no sharp cut-off; inactive means mostly below about 76%; further: some results filed as inactive read as strong as hits
NS5 inhibitors: Dengue-2 NS5 methyltransferase inhibitors, primary screen, biochemical, confirmation dose response (AID 588689) | Dengue-2 NS5 methyltransferase capping enzyme assay, biochemical; higher % means a stronger effect | inhibition, % at 25 µM, or IC50 in µM where a hit was titrated | 340,000 tested, 0.3% active | Genome polyprotein (Dengue virus type 2 (strain 16681-PDK53)); in the data active means a potency from the dose series
SIAH1 antagonists: Siah-1 peptide-binding antagonists, primary screen, biochemical, fluorescence polarization, rhodamine-plectin, uHTS (AID 1817); E3 ubiquitin-protein ligase SIAH1 (Homo sapiens); displacement, % at 20 µM; hits with a dose series show IC50 in µM; Siah-1 / rhodamine-plectin peptide fluorescence polarization; higher % means a stronger effect; 290,000 tested, 0.02% active;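 active means displacement of at least 50% at 20 µM, with a fluorescence ratio check between 0.3 and a set limit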;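 further: plate controls were Siah plus tracer with DMSO for no effect and tracer alone without Siah for full effect; strong numbers were not always called active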
Hep lipid drop: inhibitors of hepatocyte lipid droplet formation, primary screen, imaging, high-throughput imaging, BODIPY stain; AML12 mouse hepatocytes, oleate lipid droplets; inhibition, % at 6.5 µM; 240,000 tested, 0.4% active;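 active means lipid droplet intensity inhibited by at least 50%, with more than 500 cells counted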
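material = mouse AML12 hepatocyte cell line, fixed after treatment | also added = 100 µM oleic acid challenge | doses = compound at 6.5 µM only | schedule = overnight exposure | technique = Image-based BODIPY and DAPI two-channel analysis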
NOD2 inhibition: NOD2 signaling inhibitors, cell-based, luminescence, uHTS, HEK293 (AID 1566); HEK293 NOD2/NF-kB luciferase reporter, luminescence; higher % means a stronger effect; inhibition, % at 4 µM, or EC50 in µM where a hit was titrated; 290,000 tested, 0.63% active; further: many of its hits are not listed in these tables
Myeloid diff MLP: induction of myeloid progenitor differentiation, primary screen, cell-based, flow cytometry, MLPCN library; AID 624256, 2012; ER-HoxA9 myeloid progenitors, lysozyme-GFP differentiation; calls only at 10 µM; 360,000 tested, 1% active;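 active means normalized GFP-positive differentiation at or above the plate's own cutoff, the solvent-only control mean plus 3 SD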;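 further: cells exposed to compound for four days before flow analysis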
LYP inhibition: inhibitors of LYP phosphatase, biochemical, fluorescence intensity, uHTS (AID 1779) | recombinant LYP phosphatase, fluorescence intensity; higher % means a stronger effect | Tyrosine-protein phosphatase non-receptor type 22 (Homo sapiens) | inhibition, % at 11.5 µM, or IC50 in µM where a hit was titrated | 290,000 tested, 0.054% active;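 further: plate controls were vehicle with enzyme for no effect and no enzyme for full effect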
XIAP displacement: XIAP antagonists, biochemical, IAP family, fluorescence polarization (AID 1018); E3 ubiquitin-protein ligase XIAP (Homo sapiens); XIAP BIR domain, fluorescence polarization peptide displacement; higher % means a stronger effect; displacement, % at 20 µM; hits with a dose series show IC50 in µM; 200,000 tested, 0.007% active; in the data active means displacement above about 50%; further: a part of the inactive calls stands beside numbers as strong as those of hits
AID2073: inhibitors of Mint1-CaV2.2 protein interaction, biochemical, HTRF (AID 2073); HTRF protein-protein interaction, Mint1-CaV2.2; higher % means a stronger effect; inhibition, % at 20 µM, or IC50 in µM where a hit was titrated; 290,000 tested, 0.19% active; in the data active means inhibition mostly above about 51%, no sharp cut-off; further: some results filed as inactive read as strong as hits
Hep lipid drop cells 6.5 µM: recorded beside Hep lipid drop, whose call it bears; cell count; measured here: cell count, cytotoxicity flag;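 cells counted across two imaged fields per well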
Myeloid diff MLP GFP+ MAC1+ %: recorded beside Myeloid diff MLP, whose call it bears; GFP+ MAC1+ double positive, %; measured here: differentiation confirmed by MAC1 staining
* hit, by the source's call; i = inactive; . = not tested or not shown; & = joins results of further samples. Unless noted, no stated cut-off is given here; in the data, active means inhibition above about 50%; inactive means the rest.

SMILES	HIV fusion peptide	NS5 inhibitors	SIAH1 antagonists	Hep lipid drop	Hep lipid drop cells 6.5 µM	NOD2 inhibition	Myeloid diff MLP	Myeloid diff MLP GFP+ MAC1+ %	LYP inhibition	XIAP displacement	AID2073
Cc1cnc(C(=O)N2CCN(S(=O)(=O)c3ccc4ccccc4c3)CC2)cn1	-3.6%	-2%	-6%	.	.	1%	i	2.0	0%	1.0%	-2%
CCc1nnc(NC(=O)CSc2nnc(-c3cccnc3)n2CCc2ccccc2)s1	-3.0%	-2%	2%	1	700	4%	i	0.5	-8%	-21%	-25%
CCN1CCN(Cc2ccc(NC(=O)c3ccc(C)c(NC(=O)C4=NN(c5ccccc5)C(=O)C4)c3)cc2C(F)(F)F)CC1	-1.3%	4%&1%	-6%	-1	703	4%	i	0.9&2.3	-11%	.	16%
Cc1ccc(C(C)C)c(OCC(=O)N/N=C2\CC(=O)CC(C)(C)C2)c1	-1.5%	0%	-3%	2	748	6%	i	0.4	-8%	.	20%
COC(=O)CSc1nnc(-c2cccc(NC(=O)c3ccc(C)cc3)c2)n1C	-1.6%	-1%	-4%	.	.	4%	i	3.3	-2%	-7.4%	1%
CN(CCOc1ccccc1)CCOc1ccccc1	-2.4%	-1%	2%	-27	777	-9%	i	0.1	-6%	.	8%
Cc1onc(-c2ccccc2)c1C(=O)Nc1ccc(OC(C)C)cc1	0.1%	-1%	0%	-25	750	15%	i	2.2	-4%	-0.9%	-21%
O=C(Nc1ccccn1)C12CC3CC(CC(C3)C1)C2	3.5%	6%	3%	9	818	13%	i	7.8	-1%	-4.9%	14%
Cc1cccc(C2c3[nH]c4ccccc4c3CCN2C(=O)c2cn(C)c3ccccc3c2=O)n1 (centres undefined)	1.6%	-6%	-2%	-43	687	17%	i	0.4	0%	-2.1%	-1%
CCOCCCNC(=O)C(NC(=O)c1ccc(=O)[nH]c1)c1ccc(Cl)cc1 (centres undefined)	0.3%	-1%	-8%	.	.	0%	i	2.4	-7%	-3.2%	20%
O=C1C[C@H]2[C@H](CO)[C@@H](OC(=O)c3ccc(-c4ccccc4)cc3)C[C@H]2O1	-1.1%	.	4%	0	803	-26%	i	0.4	-8%	.	-12%
CC(NCc1ccccc1)C1COc2ccccc2O1 (centres undefined)	-0.1%	-5%	6%	-13	722	-6%	i	0.8	-11%	-1.4%	1%
CCc1ccc(N/C(N)=N/c2nc(CSc3ncccn3)cc(=O)[nH]2)cc1	1.0%	0%	14%	0	672	-28%	i	0.5	-4%	-2.0%	11%
NC(=O)Cn1c(=O)n(CCCC(=O)NC2CCN(Cc3ccccc3)CC2)c(=O)c2ccccc21	-0.6%	.	-1%	-2	742	12%	i	1.1	-9%	-0.3%	1%
O=C(NCC(=O)N1CC=C(c2ccccc2)CC1)c1ccccc1Br	2.6%	-1%	0%	-12	659	-2%	i	3.2	-2%	.	1%
CCN(CC)CCNc1nc(-c2ccccc2)c2c(c1C#N)CC(C)(C)OC2	0.1%	-8%	-3%	12	797	43%	i	0.4	-10%	-3.8%	10%
C/C(N)=C(/C#N)C(=O)COC(=O)C1CCC(C(C)(C)C)CC1 (centres undefined)	-1.9%	-1%	4%	10	764	8%	i	0.6	-2%	-2.4%	-2%
CCc1ccc(NC(=O)c2ccccc2Br)cc1	-1.5%	-13%	-6%	2	706	-65%	i	0.4	-7%	-5.3%	5%
CCCCOC(=O)Nc1ccc(S(=O)(=O)Nc2nccs2)cc1	2.2%	-1%	2%	-6	698	-8%	i	0.0	0%	.	10%
CSc1nc(C)cc(OCC(=O)n2nc(C)cc2C)n1	0.3%	0%	-2%	.	.	18%	i	0.7	-10%	-2.3%	-4%
CCOc1cc(-n2nc(C)c(C#N)c2N)nc(SC)n1	0.0%	.	-6%	-6	754	20%	.	.	-9%	-7.8%	-2%
CC(C)(C)c1nn(-c2ccccc2)c2[nH]c(=O)c(CNCc3ccc4c(c3)OCO4)cc12	3.7%	-4%	-2%	5	808	-28%	i	5.2	0%	-4.6%	7%
CCC(CC)NC(=O)CSc1nnc(-c2ccc(OC)cc2)n1C(C)C	0.4%	-2%	2%	5	722	10%	i	0.8	1%	-3.3%	3%
CCc1nnc(NC(=O)C(NS(=O)(=O)c2ccc3c(c2)OCCO3)C(C)C)s1 (centres undefined)	1.4%	0%	4%	.	.	7%	i	1.0	-6%	-5.2%	5%
O=C(Nc1ccc2c(c1)OCCO2)Nc1ccc2c(c1)OCO2	0.5%	.	14%	14	663	-221%	i	0.2	-1%	-3.8%	1%
(more compounds)
SMILES	HIV fusion peptide	NS5 inhibitors	SIAH1 antagonists	Hep lipid drop	Hep lipid drop cells 6.5 µM	NOD2 inhibition	Myeloid diff MLP	Myeloid diff MLP GFP+ MAC1+ %	LYP inhibition	XIAP displacement	AID2073
COc1ccc(S(=O)(=O)Nc2ccccc2N2CCOCC2)cc1[N+](=O)[O-]	-0.4%	-7%	0%	-24	645	10%	i	0.1	-4%	.	4%
CN(C)CCCN(C(=O)COc1ccc(Cl)cc1)c1nc2ccc(F)cc2s1	-3.5%	-2%	-10%	22	706	8%	i	0.5	-9%	-11%	-18%
N#Cc1ccccc1CN1C(=O)S/C(=C/c2cccn2-c2cccc(C(=O)O)c2)C1=O	58%	3%	-10%	.	.	32%	i	1.0	-9%	-11%	9%
CCc1ccc(NC(=O)c2sccc2-n2cccc2)cc1	3.9%	-5%	2%	-2	773	18%	i	0.1	0%	-4.4%	4%
CCc1ccc(-n2c(=O)c3c(C)c(C(=O)N(C)C)sc3n(CC(=O)NCC3CCCO3)c2=O)cc1 (centres undefined)	1.1%	-8%	2%	-1	658	-29%	i	0.4	5%	-5.0%	8%
CCn1cc(C(=O)NCCOC)c(=O)c2ccc(C)nc21	0.4%	0%	0%	-8	759	2%	i	0.7	1%	-7.7%	5%
CCCN(CCC)C(=O)CSc1nc2n[nH]c(C)c2c(=N)n1-c1ccc(OC)cc1	1.8%	.	-1%	.	.	19%	i	1.1	-9%	-3.2%	4%
COc1cc(C(=O)n2nc(C)cc2C)ccc1O	11%	-4%	10%	0	734	15%	i	0.3	-1%	-0.9%	-3%
CCN1CCCc2cc(CN(CCN3CCOCC3)C(=S)Nc3ccc(OC)cc3)ccc21	0.6%	0%	-6%	-8	731	7%	i	0.1	-14%	0.2%	16%
Cc1ccc(OCC(=O)Nc2ccc(F)cc2)cc1	0.9%	2%	-1%	8	810	-21%	i	1.1	0%	-4.4%	0%
O=C(NCCN1CCOCC1)c1cccc(S(=O)(=O)N2CCCCC2)c1	2.2%	-3%	-3%	-6	657	8%	i	0.3	-9%	.	-5%
O=C1/C(=C/C=C/c2ccco2)SC(=S)N1c1ccc(O)cc1	56%*	24%	37%	-24	744	18%	i	0.4	-1%	.	22%
CCn1cc(CNC(=O)/C=C/c2ccc([N+](=O)[O-])cc2)c(C)n1	-2.0%	4%	2%	.	.	8%	i	5.5	0%	-1.9%	2%
COc1cccc(NC(=O)CN2C(=O)COc3ccc(Cl)cc32)c1	11%	-7%	-3%	.	.	24%	i	1.8	-10%	-9.6%	3%
O=C(CSc1ccccc1)N1CCN(C(=O)c2ccco2)CC1	-1.5%	0%	2%	-10	673	8%	i	0.8	0%	-1.7%	-3%
Cc1ccc2c(c1)nnn2C1CCN(CC(=O)N2c3ccccc3CC2C)CC1 (centres undefined)	-1.8%	-6%	-2%	.	.	9%	i	7.5	-2%	-0.8%	-2%
CC(C)NCC(=O)Nc1c2c(nc3ccccc13)CCC2	1.2%	3%	0%	.	.	21%	i	0.4	-12%	.	7%
COc1ccc(C(C)(C)NC(=O)C2CCC(=O)N(CCCN3CCCC3=O)C2)cc1 (centres undefined)	0.8%	-3%	3%	0	755	12%	i	1.2	-10%	.	18%
CN1CCN(C(=S)c2ccc(Br)cc2)CC1	1.0%	1%	5%	6	679	8%	i	0.5	2%	-2.5%	-11%
COc1ccc(OCCSc2nc3ccccc3n2CCC(=O)O)cc1	0.3%	4%	6%	0	806	-4%	i	0.8	-9%	.	7%
C=CCn1c(=O)c(C(=O)Nc2ncccc2O)c(O)c2ccccc21	6.3%	23%	-7%	.	.	16%	i	0.3	-4%	.	9%
Cc1ccc2[nH]c3c(=O)[nH]ncc3c2c1	-1.5%	3%	2%	-8	854	-22%	i	0.4	0%	.	0%
CC(=O)c1cccc(NS(=O)(=O)c2csc(C(N)=O)c2)c1	1.1%	-4%	-5%	.	.	8%	i	0.2	-2%	.	-2%
COC(=O)c1c(NC(=O)COC(=O)c2ccccc2O)sc2c1CCCCC2	9.2%	-5%	-1%	-9	740	3%	i	0.7	-5%	-6.4%	-3%
O=C(NC1CCCCC1)NC1CC2CCC(C1)N2Cc1nnnn1Cc1ccc2c(c1)OCO2 (centres undefined)	-2.4%	1%	-2%	.	.	12%	i	0.9	0%	1.9%	-1%

Another view of two compounds above.
COc1ccc(C(C)(C)NC(=O)C2CCC(=O)N(CCCN3CCCC3=O)C2)cc1 (centres undefined)
- HIV fusion peptide = 0.8%
- NS5 inhibitors = -3%
- SIAH1 antagonists = 3%
- Hep lipid drop = 0
- Hep lipid drop cells 6.5 µM = 755
- NOD2 inhibition = 12%
- Myeloid diff MLP = i
- Myeloid diff MLP GFP+ MAC1+ % = 1.2
- LYP inhibition = -10%
- XIAP displacement = .
- AID2073 = 18%

CN1CCN(C(=S)c2ccc(Br)cc2)CC1
- HIV fusion peptide = 1.0%
- NS5 inhibitors = 1%
- SIAH1 antagonists = 5%
- Hep lipid drop = 6
- Hep lipid drop cells 6.5 µM = 679
- NOD2 inhibition = 8%
- Myeloid diff MLP = i
- Myeloid diff MLP GFP+ MAC1+ % = 0.5
- LYP inhibition = 2%
- XIAP displacement = -2.5%
- AID2073 = -11%

(cont.)
SMILES	HIV fusion peptide	NS5 inhibitors	SIAH1 antagonists	Hep lipid drop	Hep lipid drop cells 6.5 µM	NOD2 inhibition	Myeloid diff MLP	Myeloid diff MLP GFP+ MAC1+ %	LYP inhibition	XIAP displacement	AID2073
CCC(CC)NC(=O)c1ccc2nc[nH]c2c1	0.1%	-3%	-2%	12	767	4%	i	0.7	-10%	-3.5%	-7%
COc1cc2c(cc1OC)C(SC)=NC(C)(C)C2	-0.9%	-10%	4%	-42	682	9%	i	0.6	-2%	-1.9%	16%
O=S(=O)(c1ccc(-c2ccon2)s1)N1CCOCC1	1.4%	0%	-1%	.	.	15%	i	0.3	-4%	.	4%
COC(=O)c1ccc(CSc2nc3ccc(S(N)(=O)=O)cc3[nH]2)cc1	0.7%	-4%	3%	-3	699	-3%	i	2.0	-8%	.	34%
CCCCC(=O)N=c1sc2c(OC)ccc(OC)c2n1C	-1.3%	-13%	-2%	-6	728	26%	i	0.2	-3%	.	17%
O=C1S/C(=C/c2ccccc2F)C(=O)N1CCN=C1NS(=O)(=O)c2ccccc21	2.0%	-7%	8%	-6	665	-2%	i	2.0	1%	-14%	-16%

Only part of the results is shown (hit frequency here may not be typical).
